Screening results deposited in PubChem by several laboratories.
GPR55 LPI antagonism: inhibition of LPI-stimulated GPR55 beta-arrestin translocation – imaging, U2OS, beta-arrestin-GFP, LPI agonist, primary screen (AID 2013) | U2OS GPR55 beta-arrestin-GFP translocation imaging, LPI antagonism; higher % means a stronger effect | one-dose inhibition, % at 10 µM; IC50 in µM for titrated hits | hit rate 0.13% among 290,000;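 active = spots per cell inhibited over 60%, with over 100 cells counted and total cytoplasm intensity under 500,000; inconclusive = wells with under 100 cells, flagged as likely toxic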;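 note: U2OS cells stably carrying GPR55 and arrestin-GFP stimulated by 5 µM LPI near EC80; imaged beta-arrestin-GFP aggregate spots per cell after agonist stimulation; plate controls were LPI-stimulated DMSO wells for no effect and DMSO wells without LPI for full effect; some results filed as inactive read as strong as hits; confirmed hits need IC50 under 10 µM and bright autofluorescent wells are also inconclusive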
HEK293 NOD2/NF-kB: inhibition of NOD2-driven NF-kB reporter – cell-based, luminescence, uHTS, HEK293 (AID 1566); inhibition, % at 4 µM; hits with a dose series show EC50 in µM; hit rate 0.63% among 290,000; HEK293 NOD2/NF-kB luciferase reporter, luminescence; higher % means a stronger effect; note: many of its hits are not listed in these tables
NOD1 NF-kB reporter: inhibition of NOD1-driven NF-kB reporter – cell-based, luminescence, uHTS, primary screen (AID 1578) | inhibition, % at 4 µM, or EC50 in µM where a hit was titrated | hit rate 1% among 290,000 | NOD1-driven NF-kB luciferase reporter cells, luminescence; higher % means a stronger effect; in the data active = inhibition mostly above about 36%, no sharp cut-off; inactive = mostly below about 34%;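 note: HEK-293T reporter cells stimulated with the NOD1 agonist gamma-tri-DAP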
KOR beta-arrestin-1: kappa opioid receptor activators – cell-based, luminescence, uHTS, primary screen (AID 1777); KOR beta-arrestin recruitment, luminescence; higher % means a stronger effect; one-dose activation, % at 10 µM; EC50 in µM for titrated hits; hit rate 0.02% among 280,000; in the data active = activation above about 50%, passing the limit was not always enough; note: a part of the inactive calls stands beside numbers as strong as those of hits
GPR55 beta-arrestin: selective activators of receptor GPR55 – imaging, U2OS cells, beta-arrestin-GFP redistribution, primary screen (AID 1961); hit rate 0.048% among 290,000; U2OS GPR55 beta-arrestin-GFP redistribution imaging; higher % means a stronger effect; activation, % at 10 µM; hits with a dose series show EC50 in µM;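 active = activation above 40% with more than 50 cells counted in the well; inconclusive = wells holding fewer than 50 cells, flagged as toxic or sparse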;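 note: U2OS osteosarcoma cells stably expressing GPR55 and beta-arrestin-GFP; plate controls were DMSO negative control for no effect and LPI positive control for full effect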
KOR beta-arrestin-2: KOR antagonists, beta-arrestin recruitment, cell-based, luminescence, uHTS (AID 1778). KOR beta-arrestin recruitment, luminescence, antagonist mode; higher % means a stronger effect. inhibition, % at 10 µM; hits with a dose series show IC50 in µM. hit rate 0.091% among 290,000; note: strong numbers were not always called active
Rac1 GTP hydrolysis: MgcRacGAP GTPase-activating activity inhibitors, confirmation, biochemical, ADP Hunter fluorescence. MgcRacGAP-stimulated Rac1 GTP hydrolysis, ADP Hunter fluorescence; higher % means a stronger effect; GST-tagged Rac1 F28L mutant substrate. one-dose inhibition, % at 30 µM; IC50 in µM for titrated hits. hit rate 0.6% among 340,000. AID 624330;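 active = first-screen hits whose inhibition reached a set limit at any dose in the follow-up dose series; inconclusive = inhibition above the set first-screen limit but never retested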;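 note: fluorescence reports GDP produced by GAP-driven GTP hydrolysis; strong numbers were not always called active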
HIV fusion peptide: inhibitors of HIV fusion peptide binding, primary screen, biochemical, uHTS, fluorescence dequenching (AID 1986); cell-free peptide binding, fluorescence dequenching, 30 min; higher % means a stronger effect; inhibition, % at 20 µM; hits with a dose series show IC50 in µM; hit rate 0.3% among 290,000; in the data active = inhibition mostly above about 52%, no sharp cut-off; inactive = mostly below about 76%; note: some results filed as inactive read as strong as hits
SV40 large T antigen: TAg ATPase/helicase activity blockers – biochemical (AID 1903) | SV40 large T antigen ATPase/helicase inhibition assay; higher % means a stronger effect | inhibition, % at 20 µM; hits with a dose series show IC50 in µM | hit rate 0.39% among 310,000; in the data active = a potency from the dose series; inconclusive = inhibition mostly from about 32% at the one dose, without a potency; inactive = the rest, 99 in 100 with inhibition below about 32%; note: strong numbers were not always called active
Numbers without * were called inactive; ? = inconclusive; . = not tested or not shown; [ ] = dose if it differs, or a comment. Cut-off read from the data, not from the text of the source, unless noted: active = inhibition above about 50%; inactive = the rest.

SMILES	GPR55 LPI antagonism	HEK293 NOD2/NF-kB	NOD1 NF-kB reporter	KOR beta-arrestin-1	GPR55 beta-arrestin	KOR beta-arrestin-2	Rac1 GTP hydrolysis	HIV fusion peptide	SV40 large T antigen
CCOC(=O)NC(CC(=O)O)c1ccc(OC)c(OC)c1 (stereo not drawn)	-4%	6%	-6%	-1.6%	0.0%	14%	3%	-1.6%	10%
O=C(COc1ccc(Br)cc1CNC1CCCCC1)NCCc1ccccc1	0%	4%	-46%	-5.2%	-0.2%	39%	-8%	7.5%	19%
O=C(O)/C=C/C(=O)NCC1CCC(CNC(=O)/C=C/C(=O)O)CC1 (stereo not drawn)	7%	10%	3%	-2.0%	-0.3%	32%	.	1.3%	5%
CN(C)c1nc2c(c(=O)[nH]c(=O)n2C)n1Cc1ccccc1Br	7%	7%	24%	12%	0.2%	-7%	7%	2.7%	24%
Cc1nn(Cc2ccccc2)c(C)c1C(=O)NCCN1C(=O)S/C(=C\c2ccc(F)cc2)C1=O	-14%	6%	39%	4.1%	0.6%	-43%	2%	-0.6%	18%
Cc1ccccc1OCC(O)CN(Cc1ccccc1O)C1CCCCC1 (stereo not drawn)	6%	-16%	-28%	2.0%	-0.4%	-21%	-1%	-0.9%	16%
Cc1cccc(CN2C(=O)/C(=C\c3ccc(C(=O)NCCCN4CCN(C)CC4)cc3)Oc3ccccc32)c1	18%	28%	-20%	-4.3%	-0.2%	-17%	24%	5.8%	15%
COc1ccccc1N1CCN(C(=O)c2cc(=O)c3ccc(C)cc3o2)CC1	2%	1%	-2%	-4.1%	0.4%	-9%	5%	-1.2%	4%
NC(=O)COC(=O)c1ccc(-c2ccccc2)cc1	14%	-9%	-31%	-9.6%	-0.4%	-20%	4%	0.4%	10%
COc1ccc(Br)cc1/C=N/N1C(=O)CSC1=S	-4%	-13%	-18%	-3.8%	-0.1%	-30%	6%	5.5%	18%
COC(=O)c1c(N)nc(C)n1-c1ccc(OC)cc1	4%	-5%	-12%	-2.6%	-0.2%	44%	18%	-1.9%	13%
CC(C)CCN1CCN(Cc2ccc(C(F)(F)F)cc2)CC1CCO (stereo not drawn)	2%	-20%	-27%	.	-0.1%	30%[20 µM]	11%	-1.2%	12%
CCOc1ccc2nc(NCCNC(=O)CC)c(C#N)cc2c1	5%	8%	-29%	-0.6%	-0.2%	5%	3%	-2.8%	1%
COc1ccc(OC)c(/C=N\NC(=O)c2c(C)nc3cc(C)ccn23)c1	9%	10%	-8%	-0.9%	-0.1%	-10%[20 µM]	-2%	0.7%	11%
O=C1COc2ccc(S(=O)(=O)N3CCCC3)cc2N1	-3%	-21%	-48%	-2.7%	-0.2%	12%	9%	-0.3%	11%
O=C(NCCc1nc2ccccc2[nH]1)c1ccc([N+](=O)[O-])cc1	13%	20%	-3%	1.8%	0.3%	15%	-1%	-1.6%	7%
Cc1cc2cc(CN(Cc3ccc4c(c3)OCO4)C(=O)c3ccco3)c(=O)[nH]c2cc1C	0%	10%	4%	1.5%	-0.2%	-9%	13%	0.5%	8%
Cc1cc(C)c(C#N)c(SC(C(=O)NC(C)(C)C)c2ccccc2)n1 (stereo not drawn)	-3%	0%	-10%	-4.9%	0.0%	4%	8%	-0.1%	-2%
COC(=O)c1cn(C(=O)c2ccccc2Cl)c2ccccc12	-5%	-5%	-9%	-1.2%	-0.8%	-15%	11%	0.3%	4%
CCCN(CC(=O)Nc1ccc(C(N)=O)cc1)CC(=O)Nc1cc(Cl)ccc1Cl	3%	27%	-22%	-3.0%	0.7%	-72%[20 µM]	4%	5.0%	5%
CC(NC(=O)CCNS(=O)(=O)c1cccc2nonc12)c1ccccc1 (stereo not drawn)	4%	14%	-12%	-2.9%	-0.2%	12%	-1%	-2.1%	1%
CC(=O)c1ccc(N(CC(=O)NC2CCCC2)C(=O)CNC(=O)c2cccs2)cc1	3%	-15%	-13%	0.9%	-0.1%	-5%	8%	-0.1%	6%
COc1cccc(OCCOc2ccc(/C=C3\C(=N)N4N=C(S(C)(=O)=O)SC4=NC3=O)cc2OC)c1	-6%	.	.	-2.5%	0.3%	-27%	12%	44µM*	31%
COc1cccc(NC(=O)NCc2ccc(F)cc2)c1	10%	-9%	-42%	-1.3%	-0.2%	0%	11%	-1.2%	-2%
O=C(Nc1ccccc1Oc1ccccc1)c1ccccc1F	-4%	-32%	-38%	-1.5%	-0.2%	-14%	5%	-0.2%	3%

Look-ups from the entries so far.
GPR55 LPI antagonism with `CC(C)CCN1CCN(Cc2ccc(C(F)(F)F)cc2)CC1CCO` (stereo not drawn) : 2%
HIV fusion peptide with `COc1cccc(OCCOc2ccc(/C=C3\C(=N)N4N=C(S(C)(=O)=O)SC4=NC3=O)cc2OC)c1` : 44µM*
HIV fusion peptide with `O=C(COc1ccc(Br)cc1CNC1CCCCC1)NCCc1ccccc1` : 7.5%
GPR55 beta-arrestin with `COC(=O)c1c(N)nc(C)n1-c1ccc(OC)cc1` : -0.2%
KOR beta-arrestin-1 with `CC(NC(=O)CCNS(=O)(=O)c1cccc2nonc12)c1ccccc1` (stereo not drawn) : -2.9%
KOR beta-arrestin-1 with `NC(=O)COC(=O)c1ccc(-c2ccccc2)cc1` : -9.6%

Nothing new here: entries from further up.
SMILES	GPR55 LPI antagonism	HEK293 NOD2/NF-kB	NOD1 NF-kB reporter	KOR beta-arrestin-1	GPR55 beta-arrestin	KOR beta-arrestin-2	Rac1 GTP hydrolysis	HIV fusion peptide	SV40 large T antigen
COC(=O)c1c(N)nc(C)n1-c1ccc(OC)cc1	4%	-5%	-12%	-2.6%	-0.2%	44%	18%	-1.9%	13%
CC(C)CCN1CCN(Cc2ccc(C(F)(F)F)cc2)CC1CCO (stereo not drawn)	2%	-20%	-27%	.	-0.1%	30%[20 µM]	11%	-1.2%	12%

New compounds follow
SMILES	GPR55 LPI antagonism	HEK293 NOD2/NF-kB	NOD1 NF-kB reporter	KOR beta-arrestin-1	GPR55 beta-arrestin	KOR beta-arrestin-2	Rac1 GTP hydrolysis	HIV fusion peptide	SV40 large T antigen
CC(C)(C)C(=O)CN1C(=O)NC2(CCc3ccccc32)C1=O (stereo not drawn)	10%	-1%	-9%	3.7%	0.0%	8%	7%	-1.9%	8%
COc1ccc(C(=O)O/N=C(\N)c2ccncc2)cc1OC	5%	-12%	-27%	-2.0%	-0.2%	33%	4%	1.6%	29%
CC(C)NC(=O)CN1CCN(C(=O)CCl)CC1	14%	-4%	-21%	-0.8%	0.7%	-16%	6%	-0.6%	9%
CCOc1cccc2cc(C(=O)NCc3ccccc3)c(=N)oc12	6%	28%	8%	-2.7%	-0.1%	22%	.	-2.1%	8%
CCCN(CC(=O)Nc1ccccc1OC)C(=O)Cc1ccccc1F	18%	-6%	-29%	-1.7%	-0.1%	-22%	11%	0.4%	11%
CC1=C(C#N)C(C)C2=C(CC(C)(C)CC2=O)N1 (stereo not drawn)	-5%	20%	17%	-6.5%	0.5%	-10%	6%	-1.3%	12%
O=C(NCCCO)c1nnc(Cc2c(F)cccc2Cl)o1	-1%	18%	-7%	-5.0%	-0.1%	-10%	2%	1.1%	15%
CSc1ncccc1C(=O)N1CCCC(C(=O)c2ccc3ccccc3c2)C1 (stereo not drawn)	0%	17%	-17%	3.2%	0.3%	-13%	5%	-0.5%	5%
COC(=O)c1c(NC(=O)COC(=O)CNC(=O)c2ccco2)sc(C)c1C	-5%	12%	-15%	-4.6%	-0.1%	25%	6%	-2.6%	-1%
COC(=O)c1c(NC(=O)CN2C(=O)NC3(CCC(C(C)(C)C)CC3)C2=O)sc2c1CCCCC2 (stereo not drawn)	10%	3%	-10%	-0.7%	-0.2%	9%	8%	0.0%	1%
CCOC(=O)N1CCN(C(=O)c2cc3c(s2)-c2ccc(Cl)cc2S(=O)(=O)C3)CC1	-9%	-4%	-19%	8.2%	-0.6%	-23%	6%	0.6%	0%
Cc1cc(C)c(O)c(-c2cc(C(=O)NCCc3ccc(S(N)(=O)=O)cc3)[nH]n2)c1	-2%	25%	-4%	4.8%	-0.1%	9%	15%	-2.7%	9%
O=S(=O)(Nc1ccc(O)c(Sc2nc3ccccc3s2)c1)c1cccc2ccccc12	-1%	-44%	46%	-1.7%	-0.2%	-8%	7%	3.4%	19%
CCn1c(SCC(=O)NCCOC)nc2sc3c(c2c1=O)CCCC3	2%	13%	-2%	8.1%	-0.1%	33%	6%	-2.1%	8%
CN(C)S(=O)(=O)N1CCN(C(=O)c2ccccc2)CC1	4%	18%	1%	10%	0.0%	-30%	1%	2.6%	-6%
CCNc1nc(NCc2ccccc2)nc(SCC(=O)Nc2ccccc2)n1	3%	0%	-20%	1.3%	-0.1%	2%	10%	1.4%	4%
CC(=O)Nc1ccc(S(=O)(=O)NCCc2c[nH]c3ccc(C)cc23)cc1	8%	7%	6%	0.3%	0.3%	-34%[20 µM]	-9%	2.2%	20%
CCc1c(C)nc2ncnn2c1N1CCCC(C(=O)NCCc2ccc(OC)cc2)C1 (stereo not drawn)	9%	18%	6%	-9.5%	-1.0%	-38%	11%	-4.4%	-1%
Fc1ccc2nc(Nc3nc4cc5c(cc4s3)OCO5)sc2c1	7%	-20%	-2%	-1.4%	0.0%	12%	-8%	-0.6%	0%
CN(C)CCn1c(SCc2ccccc2C#N)nc2c(sc3ccccc32)c1=O	0%	4%	-8%	1.2%	0.0%	-30%	21%	6.6%	6%
O=C(CCN1C(=O)/C(=C/c2ccccc2Cl)SC1=S)Nc1cccnc1	8%	8%	-28%	-2.5%	-0.1%	-11%	6%	-1.6%	3%
O=C(NNC1=NS(=O)(=O)c2ccccc21)c1ccc([N+](=O)[O-])cc1	-6%	8%	10%	4.0%	0.7%	-4%	-1%	-2.3%	6%
O=C(Nc1ccc2c(c1)OCO2)c1cccc2c1C(=O)N(C1CCCCC1)C2	-2%	24%	-56%	-0.3%	-0.6%	-25%	.	-0.3%	5%
Cn1c(C(=O)c2ccccc2)nc2ccccc21	0%	-26%	-12%	1.1%	-0.1%	4%	5%	1.4%	5%
CC(C)Cc1ccc(C(C)C(=O)Nc2ccc(O)cc2)cc1 (stereo not drawn)	8%	-18%	-1%	-5.7%	-0.1%	-99%[20 µM]	?	-1.3%	10%
CCCc1cc(=O)oc2cc(OCC(=O)Nc3ccccn3)ccc12	6%	-47%	-53%	4.1%	-0.1%	-4%	1%	-0.1%	3%
CCc1ccc(C(C)NC(=S)NCc2ccc(F)cc2)cc1 (stereo not drawn)	6%	23%	31%	6.9%	-0.1%	-16%	8%	-2.4%	8%

Not all compounds are listed (hit frequency here may not be typical).
